High-throughput results as filed in PubChem BioAssay.
NS3 helicase inh = inhibitors of Hepatitis C virus NS3 helicase; NS3 helicase DNA unwinding, Cy5 molecular beacon fluorescence; inhibition, % at 10.9 µM; 290,000 tested, 0.56% active; AID 1800;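 active = inhibition above the mean of all tested compounds plus 3 SD, set per campaign, cut at about 35% in these data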;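 also: 0% = DMSO wells and 100% = thioflavine S control wells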
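Assay system – hepatitis C virus NS3 helicase domain fragment enzyme · Buffer or medium – MOPS pH 6.5, MgCl2, DTT, Tween20, BSA · Reagent – Cy5/quencher beacon DNA duplex and ATP to start · Compound – single 10.9 µM dose · Timing – 1 h at 25 °C · Technique – Cy5 beacon fluorescence read at start and 1 h · Measure – % inhibition of unwinding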
VIM-2 inh = inhibitors of Pseudomonas aeruginosa VIM-2 metallo-beta-lactamase | purified VIM-2, nitrocefin hydrolysis, epi-absorbance fluorescence | inhibition, % at 5.6 µM | 290,000 tested, 0.89% active | AID 1527;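 active = inhibition above the mean of all tested compounds plus 3 SD, cutoff set per screening run, cut at about 7.5% in these data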;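 also: red hydrolysis product quenches plate fluorescence so inhibitors raise well fluorescence; 0% = enzyme with DMSO and 100% = DMSO without enzyme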
NALP1 inh = NALP1 inhibition; S. cerevisiae NALP1/ASC/caspase-1 growth, X-gal OD620, 72 h; inhibition, % at 10 µM; 280,000 tested, 0.61% active; AID 2071; in the data active = inhibition mostly above about 24%, no sharp cut-off; inactive = mostly below about 32%; also: some compounds called inactive have numbers as strong as hits
FID counter = counter-screen for HCV NS3 helicase inhibitors: DNA intercalator displacement | inhibition, % at 7.9 µM | 290,000 tested, 0.17% active | DNA fluorescent intercalator displacement, fluorescence; in the data active = inhibition above about 37%;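 also: 0% = vehicle and 100% = reference compound; higher means more ethidium bromide displaced from hairpin DNA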
MEKK2mut PB1 HTS = signal of MEK5 binding to mutant human MEKK2 PB1 domain. percent response, % at 10 µM. AID 1530. 290,000 tested, 0.35% active. bead flow cytometry, Alexa488-MEK5 binding to MEKK2 mutant; in the data active = percent response above about 24%, passing the limit was not always enough; also: inactives centre near 1; some results filed as inactive read as strong as hits
UBC9 SUMO inh = inhibitors of human SUMOylation (UBC9); inhibition, % at 35 µM; HTRF SUMOylation assay, SAE1/SAE2 + UBC9, in vitro; 290,000 tested, 0.36% active; in the data active = inhibition above about 50%, passing the limit was not always enough; also: strong numbers were not always called active
Target sequence (P63279 whole entry, looked up): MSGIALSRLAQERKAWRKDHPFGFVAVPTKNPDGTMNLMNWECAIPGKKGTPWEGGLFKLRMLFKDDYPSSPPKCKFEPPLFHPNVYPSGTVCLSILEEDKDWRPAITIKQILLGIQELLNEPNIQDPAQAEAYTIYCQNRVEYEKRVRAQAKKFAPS
IMP-1 inhibitor = blocks Pseudomonas aeruginosa IMP-1 metallo-beta-lactamase. AID 1556. purified IMP-1, nitrocefin hydrolysis, epi-absorbance fluorescence. 290,000 tested, 0.45% active. inhibition, % at 5.6 µM;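 active = inhibition above the mean plus 3 SD of all compounds in the same screening run, cut at about 4.5% in these data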;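 also: 0% = IMP-1 with DMSO and 100% = DMSO wells lacking enzyme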
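System: purified IMP-1; amount: IMP-1 0.2 nM before substrate addition; compound: single dose, 5.6 µM; times: 25 °C, 15 min preincubation, 25 min reaction; signal: Epi-absorbance via hydrolysed-nitrocefin quenching of white-plate fluorescence, 480/530 nm, EDTA stop; benchmarks: DMSO with and without IMP-1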
MEKK2wt PB1 HTS = raises or lowers MEK5 binding to wildtype human MEKK2 PB1 domain. Q9Y2U5. bead flow cytometry, Alexa488-MEK5 binding to MEKK2 WT; actives lie on both sides. binding response (% of control), % at 10 µM. 290,000 tested, 1.1% active; in the data active = binding response below about 67% or above about 130%
M18AAP inhibitor = blocks P. falciparum M18 aspartyl aminopeptidase | 290,000 tested, 1.2% active | inhibition, % at 7.35 µM | recombinant PfM18AAP, H-Glu-NHMec fluorogenic cleavage;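 active = inhibition above the campaign mean inhibition over all tested compounds plus 3 SD, cut at about 28% in these data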;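 also: 0% = plate median of test compound wells and 100% = 2 mM ZnCl2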
* hit, by the source's call; . = no result given.

Assay codes: A = NS3 helicase inh; B = VIM-2 inh; C = NALP1 inh; D = FID counter; E = MEKK2mut PB1 HTS; F = UBC9 SUMO inh; G = IMP-1 inhibitor; H = MEKK2wt PB1 HTS; I = M18AAP inhibitor
COc1c(/C=N/NC(=O)c2ccccc2O)c(CCN(C)C(C)=O)cc2c1OCO2
  A = 17	B = -5.7	C = -4	D = -25	E = -1	F = 23	G = -1.4	H = 100	I = 0
O=C(Cn1cc(C(=O)C2CC2)c2ccccc21)Nc1ccccc1Cl
  A = -1	B = 0.5	C = 13	D = -6	E = -3	F = 5	G = -1.6	H = 98	I = -8
O=C1CS/C(=C\[N+](=O)[O-])N1c1ccc(OC(F)(F)F)cc1
  A = 34	B = -1.9	C = 6	D = -15	E = -11	F = 26	G = -2.3	H = 82	I = 2
O=C(c1ccc([N+](=O)[O-])o1)N1CCc2ccccc21
  A = 12	B = 0.2	C = -11	D = 0	E = 3	F = -11	G = -5.0	H = 99	I = 7
Cc1ccc(CNC(=O)C2(S(=O)(=O)c3ccc(C)cc3)CC2)cc1
  A = 1	B = -2.4	C = 17	D = -23	E = 2	F = 4	G = -2.6	H = 104	I = -1
Cc1ccc(C)n1-c1nc(=S)[nH][nH]1
  A = 20	B = -6.8	C = -17	D = -12	E = 9	F = -4	G = -5.4	H = 105	I = -8
COc1ccc(N2CCN(C(=O)CNC(=O)c3ccccc3Cl)CC2)cc1
  A = 0	B = -3.2	C = 6	D = -18	E = 6	F = 0	G = -4.1	H = 103	I = 0
COc1cc(NC(=O)NCCN2CCN(c3ccccc3)CC2)cc(OC)c1OC
  A = -16	B = -2.9	C = 17	D = -3	E = 5	F = 15	G = -0.8	H = 104	I = -14
CNC(=O)CSc1nc2cccnc2n1-c1ccc(F)cc1
  A = -17	B = -2.7	C = 5	D = 1	E = 10	F = -4	G = -3.9	H = 107	I = 2
O=C(c1sc2cccc(F)c2c1Cl)N1CCN(c2ncccn2)CC1
  A = -11	B = 4.8	C = 4	D = -19	E = -2	F = 7	G = -2.0	H = 97	I = 8
O=Cc1cc(N=Nc2cccc(C(=O)O)c2)ccc1O
  A = 8	B = -4.1	C = 6	D = 4	E = -3	F = 6	G = 13*	H = 92	I = 25
CC(N=Cc1c(O)c2ccccc2oc1=O)C(=O)O (stereo not drawn)
  A = 13	B = -4.9	C = 8	D = -17	E = -6	F = 11	G = -3.6	H = 97	I = -2
Fc1ccccc1-c1n[nH]c(=S)n1Cc1ccccc1
  A = -5	B = 28*	C = -8	D = -16	E = 5	F = -1	G = -4.5	H = 109	I = 26
O=C(O)/C(=C\c1ccco1)NC(=O)c1ccccc1
  A = 14	B = -3.8	C = 2	D = -1	E = -2	F = 41	G = -3.0	H = 99	I = 6
Cc1cc(C)c(C)c(S(=O)(=O)ON2C(=O)c3ccccc3C2=O)c1C
  A = 3	B = -1.6	C = 35	D = 4	E = 2	F = -2	G = -2.8	H = 99	I = -1
O=C(CN(Cc1ccco1)C(=O)c1cccc(Cl)c1)Nc1c(Cl)cc(Cl)cc1Cl
  A = 2	B = -2.5	C = -6	D = -5	E = 4	F = -14	G = -1.9	H = 117	I = -10
Cc1cc(SCc2ccccc2C)nc(=O)[nH]1
  A = -1	B = 2.4	C = 23	D = -5	E = -5	F = 11	G = -1.0	H = 96	I = -20
CC(C)C1Oc2cc3oc(=O)ccc3cc2C1=O (stereo not drawn)
  A = 23	B = 1.6	C = -2	D = -23	E = -7	F = 15	G = 0.9	H = 94	I = 1
CCOCCCN(C(=O)c1snc(C(N)=O)c1N)C(C(=O)NCCC(C)C)c1ccc(Cl)cc1 (stereo not drawn)
  A = -5	B = -6.3	C = 6	D = -30	E = 5	F = -2	G = -3.9	H = 103	I = -1
O=C(CNC(=O)N1CC(=O)Nc2ccccc21)Nc1ccc(F)c(Cl)c1
  A = 1	B = -3.1	C = 10	D = -10	E = 1	F = 10	G = -1.7	H = 101	I = 5
COc1ccc(N(CC(=O)Nc2cc(OC)cc(OC)c2)S(=O)(=O)c2c(C)n[nH]c2C)cc1
  A = -17	B = -0.9	C = 0	D = -13	E = -9	F = .	G = -1.8	H = 94	I = 3
O=C(NC1CC1)C1CCCN(C(=O)Nc2ccc(F)cc2)C1 (stereo not drawn)
  A = 10	B = 0.4	C = 29	D = 5	E = -3	F = -2	G = -0.2	H = 99	I = 11
CC(/C=C1\SC(=S)N(CCCC(=O)Nc2ccc(C(=O)O)c(O)c2)C1=O)=C\c1ccccc1
  A = 73*	B = 2.0	C = 7	D = 39*	E = -1	F = 44	G = 0.9	H = 107	I = -31
Cc1cc(NC(=O)CCCC(=O)N(c2ccccc2)C(C(=O)NC2CCCCC2)c2cccs2)no1 (stereo not drawn)
  A = -1	B = -0.9	C = -94	D = -3	E = 0	F = 6	G = -8.5	H = 74	I = 6
Cc1cc(=O)oc(C)c1C(=O)NCc1cccnc1
  A = 6	B = -1.1	C = -8	D = 0	E = 6	F = -2	G = -2.2	H = 109	I = -1
CCCNc1nc(N2CCCC2)nc(N2CCCC2)n1
  A = -7	B = -4.5	C = 6	D = -2	E = 1	F = 3	G = -3.5	H = 103	I = 2
CC(C)Cc1cc(C(=O)Nc2cc(C(F)(F)F)ccc2Cl)no1
  A = -1	B = -2.9	C = 0	D = 4	E = 7	F = 13	G = -1.1	H = 108	I = 5
O=C(Cn1nc(-c2ccccc2)c2ccccc2c1=O)NCCN1CCOCC1
  A = 5	B = 0.1	C = 0	D = -4	E = 11	F = -1	G = -2.8	H = 112	I = 1
CCC12CCCN3CCC4(C(=C(C(=O)OC)C1)Nc1ccccc14)C32 (stereo not drawn)
  A = 6	B = -3.6	C = 26	D = -3	E = 11	F = 20	G = -3.5	H = 118	I = 7
CCn1c(SCC(=O)Nc2ccc(OC)cc2OC)nc2nc3c(cc2c1=O)COC(C)(C)C3
  A = -4	B = -3.4	C = 4	D = -29	E = 0	F = 7	G = -2.0	H = 95	I = 1
COc1ccc(C(=O)COC(=O)c2ccccc2NS(=O)(=O)c2ccc(O)c([N+](=O)[O-])c2)cc1
  A = -3	B = -3.6	C = 1	D = -2	E = -1	F = 34	G = -2.8	H = 95	I = 1
Cn1cnc2cc(NC(=O)c3ccc(Cl)cc3)ccc21
  A = 12	B = -8.0	C = 5	D = -4	E = 8	F = 8	G = -4.1	H = 103	I = -1
COC(=O)C(C)Sc1snnc1-c1ccccc1 (stereo not drawn)
  A = 1	B = -2.6	C = -9	D = -3	E = 9	F = 18	G = -1.4	H = 104	I = 1
CC(/C=C1\SC(=O)N(CC(=O)Nc2ccc(O)cc2)C1=O)=C\c1ccccc1
  A = -2	B = -2.1	C = 19	D = 4	E = -1	F = -18	G = 0.2	H = 99	I = 2
CCOCCCNC(=O)/C(C#N)=C/c1ccc(C(=O)OC)cc1
  A = 3	B = 4.3	C = 5	D = -7	E = -5	F = -4	G = 0.4	H = 100	I = 7
CCc1ccccc1NC(=O)C(CC)Sc1nc2cc3c(cc2c(=O)n1Cc1ccco1)OCO3 (stereo not drawn)
  A = 1	B = -2.1	C = 35	D = 0	E = -8	F = 9	G = -2.4	H = 89	I = -5
O=C(OC1CCOC1=O)c1cccc(S(=O)(=O)Nc2ccc(F)cc2)c1 (stereo not drawn)
  A = 28	B = -2.2	C = 23	D = -19	E = 0	F = -17	G = -1.9	H = 98	I = -13
COc1ccc(NC(=O)c2ccc(NCC3CCCO3)c([N+](=O)[O-])c2)cc1 (stereo not drawn)
  A = -6	B = -0.7	C = -10	D = 1	E = -8	F = 11	G = -3.5	H = 95	I = 4
O=C(Cc1cn2ccsc2n1)Nc1ccccc1Oc1ccccc1
  A = -5	B = -0.9	C = -22	D = -13	E = -3	F = 8	G = -1.2	H = 96	I = 1
CC(C)(C)NC(=O)c1ccc(COc2ccccc2Br)o1
  A = -5	B = 3.4	C = 31	D = -20	E = 2	F = -16	G = -2.9	H = 100	I = 0
O=S(=O)(c1cccc2nsnc12)N1CCN(c2ncccn2)CC1
  A = 3	B = -2.9	C = 25	D = 0	E = 6	F = -20	G = -3.7	H = 100	I = 0
Oc1ccccc1CNc1ccc(Br)cn1
  A = 2	B = 1.3	C = 6	D = 1	E = 3	F = -16	G = -1.6	H = 101	I = -3
CSc1ccc(-c2nc(O)c3cnccn23)cc1
  A = -6	B = -0.1	C = 0	D = 3	E = -1	F = 18	G = -1.2	H = 97	I = -3
COC(=O)c1ccc(COC(=O)CNC(=O)CNC(=O)c2ccc(C)cc2)cc1
  A = -9	B = -0.2	C = 10	D = -11	E = 4	F = -14	G = -1.2	H = 108	I = -13
O=C1NCC(c2ccccc2)C1C(=O)N/N=C\c1ccc(-c2cccc(Cl)c2Cl)o1 (stereo not drawn)
  A = -9	B = -6.7	C = 5	D = -21	E = -1	F = -8	G = -2.9	H = 96	I = 3
O=C(CNC(=O)COc1ccccc1)NCc1cccnc1
  A = 15	B = -1.3	C = 14	D = -5	E = -2	F = 8	G = -3.2	H = 97	I = -4
Cc1cnc(CN2CCc3c([nH]c4ccccc34)C2C2CCCCC2)[nH]1 (stereo not drawn)
  A = -61	B = -7.5	C = -7	D = 8	E = -7	F = 4	G = -1.7	H = 117	I = 9
COc1ccccc1N(C)S(=O)(=O)c1ccc(C(=O)OCC(=O)c2c[nH]c3ccccc23)cc1
  A = 10	B = -1.5	C = 19	D = -3	E = 0	F = 18	G = -2.4	H = 114	I = 6
COc1ccc(Oc2cc(C)c3ccccc3n2)cc1
  A = 2	B = -2.4	C = 14	D = -8	E = -1	F = -12	G = -2.0	H = 101	I = 0
O=C1c2ccccc2C(=O)N1CCCc1nc2ccccc2c(=O)n1Cc1ccco1
  A = -9	B = -2.0	C = 9	D = -5	E = 1	F = -4	G = -4.4	H = 107	I = -12

Some of these compounds in order of formula weight, ascending:
Assay codes: A = NS3 helicase inh; B = VIM-2 inh; C = NALP1 inh; D = FID counter; E = MEKK2mut PB1 HTS; F = UBC9 SUMO inh; G = IMP-1 inhibitor; H = MEKK2wt PB1 HTS; I = M18AAP inhibitor
CCCNc1nc(N2CCCC2)nc(N2CCCC2)n1
  A = -7	B = -4.5	C = 6	D = -2	E = 1	F = 3	G = -3.5	H = 103	I = 2
Cn1cnc2cc(NC(=O)c3ccc(Cl)cc3)ccc21
  A = 12	B = -8.0	C = 5	D = -4	E = 8	F = 8	G = -4.1	H = 103	I = -1
CCc1ccccc1NC(=O)C(CC)Sc1nc2cc3c(cc2c(=O)n1Cc1ccco1)OCO3 (stereo not drawn)
  A = 1	B = -2.1	C = 35	D = 0	E = -8	F = 9	G = -2.4	H = 89	I = -5
